Compound activity deposited in PubChem by NMMLSC.
RGS7-Gao = modulates binding of RGS7 to human Galphao; 0.35% of 220,000 active; Multiplexed bead flow cytometry; actives lie on both sides; AID 1439; binding response (% of control), % at 10 µM; in the data active means binding response below about 49% or above about 150%; inconclusive means no clear call, values can overlap the other calls; inactive means in between;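 further: fluorescent Galphao held in activated GDP-AlF4 state binding bead-coupled RGS7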
Target sequence (P09471 whole entry, looked up): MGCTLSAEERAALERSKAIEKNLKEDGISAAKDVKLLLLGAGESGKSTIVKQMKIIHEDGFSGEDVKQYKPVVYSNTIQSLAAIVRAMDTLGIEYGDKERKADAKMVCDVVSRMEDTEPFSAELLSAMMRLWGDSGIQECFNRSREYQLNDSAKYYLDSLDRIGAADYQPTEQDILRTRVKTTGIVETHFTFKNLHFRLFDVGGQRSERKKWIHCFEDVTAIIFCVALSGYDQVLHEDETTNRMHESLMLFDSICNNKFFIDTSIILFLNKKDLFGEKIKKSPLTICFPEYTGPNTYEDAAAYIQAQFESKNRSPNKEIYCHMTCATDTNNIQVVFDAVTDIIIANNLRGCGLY
RGS8-Gao reg = regulators of human RGS8-Galphao interaction. P09471. multiplexed bead flow cytometry, RGS8-Galphao binding; actives lie on both sides. response (percent of control binding), % at 10 µM. 0.34% of 220,000 active. AID 1423; in the data active means response below about 60% or above about 140%; inactive means in between;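 further: Galphao activated as the GDP aluminium fluoride complex binding bead-coupled RGS8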
RGS4-Gao reg = human RGS4-Galphao interaction regulation; P09471; Multiplexed bead flow cytometry, RGS4-Galphao binding; actives lie on both sides; binding response (% of control), % at 10 µM; 0.33% of 220,000 active; in the data active means binding response below about 49% or above about 150%; inactive means in between;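 further: fluorescent Galphao activated with aluminum fluoride binding bead-coupled RGS4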
Starred values were filed as active, the others as inactive. Not all compounds are listed (hit frequency here may not be typical).

For O=C(CSc1nc2ccccc2o1)N/N=C/c1ccccc1C(=O)O the results were RGS7-Gao inconclusive, RGS8-Gao reg 104 and RGS4-Gao reg 104.
`COc1ccc(/C=N/Nc2cc(C)nc(N3CCOCC3)n2)c(OC)c1` gave RGS7-Gao inconclusive, RGS8-Gao reg 99 and RGS4-Gao reg 100.
For COC(=O)[C@H](CCSC)NC(=O)c1cccnc1SC the results were RGS7-Gao inconclusive, RGS8-Gao reg 96 and RGS4-Gao reg 92.
`CC(=O)c1ccc(NC(=O)c2ccc(CNc3c(N4CCOCC4)c(=O)c3=O)cc2)cc1` gave RGS7-Gao inconclusive, RGS8-Gao reg 102 and RGS4-Gao reg 101.
`CN(C)NC(=S)Nc1cccc(Cl)c1` gave RGS7-Gao inconclusive, RGS8-Gao reg 106 and RGS4-Gao reg 108.
COc1ccc(NS(=O)(=O)c2cccc(NC(=O)CNC(C)=O)c2)cc1 was read as RGS7-Gao inconclusive, RGS8-Gao reg 105 and RGS4-Gao reg 104.
`O=C(O)CCC1(c2ccccc2)NC(=O)NC1=O` (stereo unspecified) gave RGS7-Gao inconclusive, RGS8-Gao reg 100 and RGS4-Gao reg 103.
`COc1cc(C(=O)O)c([N+](=O)[O-])c(OC)c1OC` gave RGS7-Gao inconclusive, RGS8-Gao reg 100 and RGS4-Gao reg 100.
Screening Cc1cc(C(=O)Nc2nnc(C(F)(F)F)s2)cs1 returned RGS7-Gao inconclusive, RGS8-Gao reg 101 and RGS4-Gao reg 97.
For CCOC(=O)c1c(NC(=S)Nc2ccc(OCC)cc2)sc2c1CCN(C)C2 the results were RGS7-Gao inconclusive, RGS8-Gao reg 95 and RGS4-Gao reg 96.
`Cc1c(C(=O)O)cc(C(C)(C)C)n1CCSCCO` gave RGS7-Gao inconclusive, RGS8-Gao reg 100 and RGS4-Gao reg 100.
Screening O=c1c(Cl)c(N2CCC3(CC2)OCCO3)cnn1C12CC3CC(CC(C3)C1)C2 returned RGS7-Gao inconclusive, RGS8-Gao reg 103 and RGS4-Gao reg 104.
For Cc1ccc(N=Nc2c(O)ccc3n[nH]nc23)cc1 the results were RGS7-Gao inconclusive, RGS8-Gao reg 104 and RGS4-Gao reg 106.
`Cc1cccc(-n2c(SCC(=O)O)nc3sc4c(c3c2=O)CCC4)c1` gave RGS7-Gao inconclusive, RGS8-Gao reg 92 and RGS4-Gao reg 76.
`CCCCC1=CC2=CC(=O)C(C)(OC(=O)CC)C(=O)C2=CN1C1CCCC1` (stereo unspecified) gave RGS7-Gao inconclusive, RGS8-Gao reg 96 and RGS4-Gao reg 90.
For CCNC(=S)N1N=C2c3ccccc3CCC2C1c1ccc(F)cc1 (stereo unspecified) the results were RGS7-Gao inconclusive, RGS8-Gao reg 100 and RGS4-Gao reg 94.
Screening N#Cc1ccc[n+](CC(=O)c2ccc(NC(=O)c3ccccc3)cc2)c1 returned RGS7-Gao inconclusive, RGS8-Gao reg 98 and RGS4-Gao reg 98.
Cc1cc(C(F)(F)F)cc(NNC(=O)NC(=O)c2ccccc2Cl)n1 was read as RGS7-Gao inconclusive, RGS8-Gao reg 101 and RGS4-Gao reg 109.
`Cc1cc(NC(=O)c2ccccc2)n(C(C)(C)C)n1` gave RGS7-Gao inconclusive, RGS8-Gao reg 101 and RGS4-Gao reg 99.
For O=C(COC(=O)c1cc(=O)[nH]c2ccccc12)NCc1cccs1 the results were RGS7-Gao inconclusive, RGS8-Gao reg 97 and RGS4-Gao reg 93.
Screening COC(=O)c1ccc(-n2c(C)cc(/C=N/Nc3nc(C)cc(=O)[nH]3)c2C)cc1 returned RGS7-Gao inconclusive, RGS8-Gao reg 100 and RGS4-Gao reg 100.
C[C@H](NC(=O)c1ccco1)C(=O)NCCc1ccc(S(N)(=O)=O)cc1 was read as RGS7-Gao inconclusive, RGS8-Gao reg 98 and RGS4-Gao reg 93.
CCNC(=O)NC(=O)c1csc([N+](=O)[O-])c1 was read as RGS7-Gao inconclusive, RGS8-Gao reg 103 and RGS4-Gao reg 107.
`COc1cc(/C=N/NC(=O)Cn2cnc3c2c(=O)n(C)c(=O)n3C)ccc1O` gave RGS7-Gao inconclusive, RGS8-Gao reg 100 and RGS4-Gao reg 98.
COc1ccc([N+](=O)[O-])cc1NC(=S)NC(NC(C)=O)C(Cl)(Cl)Cl (stereo unspecified) was read as RGS7-Gao inconclusive, RGS8-Gao reg 100 and RGS4-Gao reg 96.
COc1cc(/C=C2\SC(=Nc3ccc(O)cc3)NC2=O)cc(OC)c1OC was read as RGS7-Gao inconclusive, RGS8-Gao reg 100 and RGS4-Gao reg 100.
`C(=N\Nc1nc2ccccc2s1)/c1ccccn1` gave RGS7-Gao inconclusive, RGS8-Gao reg 101 and RGS4-Gao reg 101.
Cn1c2ccccc2c2cnn(CC(=O)N3CCCCC3)c(=O)c21 was read as RGS7-Gao inconclusive, RGS8-Gao reg 101 and RGS4-Gao reg 99.
For NNC(=O)CCN(Cc1ccco1)S(=O)(=O)c1ccc(Cl)cc1 the results were RGS7-Gao inconclusive, RGS8-Gao reg 100 and RGS4-Gao reg 104.
Screening O=S(=O)(c1cnc(Cl)c(Cl)c1)N1CCc2ccccc21 returned RGS7-Gao inconclusive, RGS8-Gao reg 101 and RGS4-Gao reg 99.

Gathered by group, those above with an NH in an aromatic ring
For Cc1ccc(N=Nc2c(O)ccc3n[nH]nc23)cc1 the results were RGS7-Gao inconclusive, RGS8-Gao reg 104 and RGS4-Gao reg 106.
For O=C(COC(=O)c1cc(=O)[nH]c2ccccc12)NCc1cccs1 the results were RGS7-Gao inconclusive, RGS8-Gao reg 97 and RGS4-Gao reg 93.
Screening COC(=O)c1ccc(-n2c(C)cc(/C=N/Nc3nc(C)cc(=O)[nH]3)c2C)cc1 returned RGS7-Gao inconclusive, RGS8-Gao reg 100 and RGS4-Gao reg 100.

Remaining list, next part
Cc1nn(C)c(C)c1/C=C(/C(=O)C(C)C)n1cncn1 was read as RGS7-Gao inconclusive, RGS8-Gao reg 100 and RGS4-Gao reg 96.
CCn1c(SCC(=O)OC)nnc1-c1c[nH]c2ccccc12 was read as RGS7-Gao inconclusive, RGS8-Gao reg 96 and RGS4-Gao reg 95.
Screening O=C(NNC(=O)c1cnccc1C(F)(F)F)c1ccccc1 returned RGS7-Gao inconclusive, RGS8-Gao reg 98 and RGS4-Gao reg 96.
O=C1[C@@H]2C(c3cccnc3)=NO[C@@H]2C(=O)N1c1ccc(Br)cc1 was read as RGS7-Gao inconclusive, RGS8-Gao reg 95 and RGS4-Gao reg 96.
For CC(C)c1cc(O)c(-c2ccccc2)c(=O)n1-c1ccc(Cl)cc1 the results were RGS7-Gao inconclusive, RGS8-Gao reg 100 and RGS4-Gao reg 103.
`COc1ccc(/C=C2\CCn3c2nc2cc(C(=O)O)ccc2c3=O)cc1OC` gave RGS7-Gao inconclusive, RGS8-Gao reg 103 and RGS4-Gao reg 102.
`COC(=O)[C@@H]1C[C@@H]2CC[C@@H](O)C[C@@H]2N1Cc1ccccc1OS(=O)(=O)c1ccc(C)cc1` gave RGS7-Gao inconclusive, RGS8-Gao reg 100 and RGS4-Gao reg 101.
Screening Cc1onc(-c2c(Cl)cccc2Cl)c1NC(=O)NC1CCSC1 (stereo unspecified) returned RGS7-Gao inconclusive, RGS8-Gao reg 101 and RGS4-Gao reg 111.
Screening Cc1cc(C)c2nc(C)cc(Nc3ccc(C(=O)NCCO)cc3)c2c1 returned RGS7-Gao inconclusive, RGS8-Gao reg 103 and RGS4-Gao reg 107.
COc1ccc(-c2csc(NC3OC(=O)c4ccccc43)n2)cc1 (stereo unspecified) was read as RGS7-Gao inconclusive, RGS8-Gao reg 101 and RGS4-Gao reg 100.
Screening N#C/C(=N\Nc1ccc(S(=O)(=O)N2CCOCC2)cc1)C(N)=S returned RGS7-Gao inconclusive, RGS8-Gao reg 97 and RGS4-Gao reg 97.
Screening Cc1nc2sc(C(c3ccccc3)N3CCN(CCO)CC3)c(O)n2n1 (stereo unspecified) returned RGS7-Gao inconclusive, RGS8-Gao reg 108 and RGS4-Gao reg 110.
`O=C(O)CCCC(=O)N1N=C(c2ccccc2)CC1c1cccs1` (stereo unspecified) gave RGS7-Gao inconclusive, RGS8-Gao reg 100 and RGS4-Gao reg 102.
C=C(C)C(=O)Nc1cccc(C2=NOC3(C2)C[C@H](C(N)=O)N(C(=O)c2ccccc2C(=O)c2ccccc2)C3)c1 (stereo partly specified) was read as RGS7-Gao inconclusive, RGS8-Gao reg 95 and RGS4-Gao reg 99.
`c1ccc(Oc2cccc3cccnc23)nc1` gave RGS7-Gao inconclusive, RGS8-Gao reg 102 and RGS4-Gao reg 105.
Screening COc1ccc(N=Nc2cc(C)c(O)c(CN3CCCCC3)c2)cc1 returned RGS7-Gao inconclusive, RGS8-Gao reg 101 and RGS4-Gao reg 99.
`C=CCN1CC(C(=O)N2CCC(Cc3ccc(Cl)cc3)(C(=O)OCC)CC2)CC1=O` (stereo unspecified) gave RGS7-Gao inconclusive, RGS8-Gao reg 97 and RGS4-Gao reg 97.
For OCCCNc1nccc(-c2cc(Nc3cccc(Cl)c3)ncn2)n1 the results were RGS7-Gao inconclusive, RGS8-Gao reg 104 and RGS4-Gao reg 104.
Screening O=C(NCc1ccco1)/C(=C\C=C\c1ccccc1)NC(=O)c1ccco1 returned RGS7-Gao inconclusive, RGS8-Gao reg 101 and RGS4-Gao reg 98.
`CC(C)(C)OC(=O)N1CCC[C@H]1C(=O)N/N=C/c1cccc2nccnc12` gave RGS7-Gao inconclusive, RGS8-Gao reg 102 and RGS4-Gao reg 103.

For convenience, some entries already given.
Screening N#C/C(=N\Nc1ccc(S(=O)(=O)N2CCOCC2)cc1)C(N)=S returned RGS7-Gao inconclusive, RGS8-Gao reg 97 and RGS4-Gao reg 97.
Screening Cc1nc2sc(C(c3ccccc3)N3CCN(CCO)CC3)c(O)n2n1 (stereo unspecified) returned RGS7-Gao inconclusive, RGS8-Gao reg 108 and RGS4-Gao reg 110.

Next compounds:
For CCOC(=O)C(=O)N(Nc1ccc(C)cc1)c1ccc(C)cc1 the results were RGS7-Gao inconclusive, RGS8-Gao reg 103 and RGS4-Gao reg 111.
Screening O=C(O)c1ccc(N/N=C/c2cccc3cccnc23)cc1 returned RGS7-Gao inconclusive, RGS8-Gao reg 105 and RGS4-Gao reg 107.
COC(=O)c1ccc2c(c1)NC(=O)C(N(CC(C)C)CC(C)C)S2 (stereo unspecified) was read as RGS7-Gao inconclusive, RGS8-Gao reg 102 and RGS4-Gao reg 100.
O=C(NCc1ccncc1)/C(=C/c1cccc([N+](=O)[O-])c1)NC(=O)c1ccccc1 was read as RGS7-Gao inconclusive, RGS8-Gao reg 99 and RGS4-Gao reg 100.
Screening COc1ccc2c(c1OC)C(=O)OC2Nc1nc(-c2cccc([N+](=O)[O-])c2)cs1 (stereo unspecified) returned RGS7-Gao inconclusive, RGS8-Gao reg 100 and RGS4-Gao reg 97.
COc1ccc2oc(C(=O)OC/C(O)=C(\C#N)c3nc4ccccc4[nH]3)c(C)c2c1 was read as RGS7-Gao inconclusive, RGS8-Gao reg 102 and RGS4-Gao reg 98.
For O=C(CNC(=O)c1ccc(Cl)cc1)N/N=C/c1cccnc1 the results were RGS7-Gao inconclusive, RGS8-Gao reg 105 and RGS4-Gao reg 102.
`CC[C@@H](C)[C@H](NC(=O)OCc1ccccc1)c1nnc([C@@H](NC(=O)OCc2ccccc2)[C@@H](C)CC)o1` gave RGS7-Gao inconclusive, RGS8-Gao reg 103 and RGS4-Gao reg 100.
`COC(=O)CCC(=O)OC1(C)C(=O)C=C2C=C(C3CC3)N(Cc3ccc(OC)cc3)C=C2C1=O` (stereo unspecified) gave RGS7-Gao inconclusive, RGS8-Gao reg 101 and RGS4-Gao reg 102.
CCCc1nnc(SCC(=O)O)n1CC was read as RGS7-Gao inconclusive, RGS8-Gao reg 95 and RGS4-Gao reg 91.
Screening CCOC(=O)C(=CNNc1ccccc1)C(=O)OCC returned RGS7-Gao inconclusive, RGS8-Gao reg 98 and RGS4-Gao reg 97.
Screening NC(=O)c1cccc2ccccc12 returned RGS7-Gao inconclusive, RGS8-Gao reg 99 and RGS4-Gao reg 98.
CCOC(=O)C1=C(C)NC2=C(C(=O)c3ccccc32)C1c1ccc([N+](=O)[O-])o1 (stereo unspecified) was read as RGS7-Gao inconclusive, RGS8-Gao reg 104 and RGS4-Gao reg 108.
For CCC1=C(OC(=O)N(CC)CC)N2C(=O)OC(=NCC(=O)OC)[C@]2(C)[C@H]2C1=CC[C@H]1C(=O)NC(=O)[C@H]12 the results were RGS7-Gao inconclusive, RGS8-Gao reg 102 and RGS4-Gao reg 106.
`O=C(Nc1ccc(Oc2ncnc3cc(Cl)ccc23)nc1)c1ccc(F)cc1` gave RGS8-Gao reg 98 and RGS4-Gao reg 96.
Cc1cc2c(c(=O)o1)C(c1ccc([N+](=O)[O-])o1)C(C#N)=C(N)O2 (stereo unspecified) was read as RGS7-Gao inconclusive, RGS8-Gao reg 100 and RGS4-Gao reg 99.
CNC(=O)CC1C(=O)N(c2ccc(OC)cc2)C(=S)N1NC(=O)c1cccc(F)c1 (stereo unspecified) was read as RGS7-Gao inconclusive, RGS8-Gao reg 103 and RGS4-Gao reg 107.
`COc1ccc(NC(=O)COC(=O)Cn2cnc3ccccc3c2=O)cc1OC` gave RGS7-Gao inconclusive, RGS8-Gao reg 101 and RGS4-Gao reg 104.
For Cn1ncc2c(c(SCc3ccc(Cl)cc3Cl)nn2C)c1=O the results were RGS7-Gao inconclusive, RGS8-Gao reg 93 and RGS4-Gao reg 96.
Screening O=C1N/C(=N\c2ccccn2)SC1Cc1ccccc1Cl (stereo unspecified) returned RGS7-Gao inconclusive, RGS8-Gao reg 91 and RGS4-Gao reg 87.
For O=C(Cn1cncn1)N/N=C/c1ccccc1O the results were RGS7-Gao inconclusive, RGS8-Gao reg 91 and RGS4-Gao reg 88.
